# High-throughput results deposited in PubChem BioAssay by several laboratories.
# PPARg SRC3 recr – agonists of human PPARgamma SRC-3 coactivator recruitment; P37231; biochemical PPARgamma/SRC-3 coactivator recruitment assay; activation, % at 8 µM; 0.26% of 200,000 active; AID 731; in the data active = activation above about 23%;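 note: 0% = DMSO and 100% = reference agonist; some compounds past the cut are filed as inactive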
# Target sequence (P37231 whole entry, looked up): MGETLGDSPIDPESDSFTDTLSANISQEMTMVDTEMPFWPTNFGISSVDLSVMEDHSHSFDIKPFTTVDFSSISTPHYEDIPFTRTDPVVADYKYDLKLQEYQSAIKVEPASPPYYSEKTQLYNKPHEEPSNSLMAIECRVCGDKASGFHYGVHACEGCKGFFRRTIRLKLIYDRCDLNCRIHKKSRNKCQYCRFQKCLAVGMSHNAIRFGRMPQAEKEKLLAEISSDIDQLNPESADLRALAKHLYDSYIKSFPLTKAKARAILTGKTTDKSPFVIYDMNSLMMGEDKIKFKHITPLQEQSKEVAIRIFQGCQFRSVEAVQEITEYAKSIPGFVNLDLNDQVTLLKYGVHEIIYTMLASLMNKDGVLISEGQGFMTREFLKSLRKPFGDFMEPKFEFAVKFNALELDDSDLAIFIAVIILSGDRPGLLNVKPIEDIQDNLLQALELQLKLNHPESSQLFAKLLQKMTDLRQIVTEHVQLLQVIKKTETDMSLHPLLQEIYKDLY
# PPARg SRC-1 ag – promotes SRC-1 coactivator recruitment by human PPARgamma | P37231 | PPARgamma-SRC-1 coactivator recruitment biochemical assay | activation, % at 8 µM | 0.41% of 200,000 active; in the data active = activation above about 19%;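 note: 0% = DMSO and 100% = reference agonist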
# RAM inhibit – inhibitors of the yeast RAM network. S. cerevisiae dse1pr::URA3 reporter, 5-FOA growth OD615, 2 d; analog-sensitive cbk1-as2 kinase mutant strain. inhibition, % at 50 µM. 1.8% of 190,000 active. AID 868;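 active = inhibition above a set limit, 3 SD over mean compound inhibition, cut at about 8.4% in these data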;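 note: 0% = DMSO-only wells with no growth and 100% = 10 µM 1-NA-PP1 full growth; inhibition rescues growth on 5-FOA so higher OD means more RAM inhibition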
# PPARg SRC2 recr – agonists of SRC-2 recruitment by human PPARgamma; 0.34% of 200,000 active; AID 1032; PPARgamma LBD-SRC-2 recruitment, biochemical; activation, % at 8 µM; in the data active = activation above about 22%;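 note: 0% = vehicle and 100% = reference agonist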
# HMGR II inh – inhibitors of class II HMG-CoA reductase from Enterococcus faecalis | purified E. faecalis HMGR, NADPH absorbance 340 nm kinetic | inhibition, % at 10 µM | 0.41% of 190,000 active;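 active = inhibition above a set limit, the median over all tested compounds plus 3 SD, cut at about 9.5% in these data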;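 note: enzyme runs in reverse so mevalonate oxidation gives rising NADPH absorbance; 0% = complete reaction with DMSO and 100% = background rate lacking mevalonate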
# Redox H2O2 prof – compounds producing H2O2 with reducing agent – biochemical, NIH compound library profiling, artefact control for MLSCN library redox annotation, primary screen; DTT-dependent redox cycling H2O2, phenol red/HRP absorbance; 100% = 100 µM peroxide control, 0% = buffer; activation, % at 10 µM; 0.03% of 200,000 active; AID 878;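 active = activation of at least 50% relative to the plate's high and low controls in the primary single-dose screen; inactive = activation below 50%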;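 note: compound incubated with DTT at 0.8 mM final as the reducing agent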
# bIAP inhibitor – blocks bovine intestinal alkaline phosphatase activity. purified bovine IAP, CDP-star luminescence, 30 min. inhibition, % at 20 µM. 190,000 tested, under 10 active;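 active = over 50% inhibition of intestinal alkaline phosphatase at 20 µM in the single-dose screen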
#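 System: Purified bovine intestinal alkaline phosphatase (IAP) enzyme | Input: IAP diluted 1/65,000,000 in the well | Also added: CDP-star chemiluminescent phosphatase substrate, 30 µM final | Dosing: 20 µM single dose | Times: Enzyme reaction for 30 min at room temperature | Detection: Luminescence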
# ROMK primary – modulators of human ROMK potassium channel | P48048 | Tet-inducible ROMK, thallium flux fluorescence; actives lie on both sides | B-score at 10 µM | 2% of 130,000 active | AID 1918;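 active = signal ratio slope over the read window, or its plate-corrected B-score, at least 3 SD from the plate mean, either direction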;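 note: B-score of the F/F0 ratio slope over 7 to 12 s after thallium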
# Target sequence (P48048 whole entry, looked up): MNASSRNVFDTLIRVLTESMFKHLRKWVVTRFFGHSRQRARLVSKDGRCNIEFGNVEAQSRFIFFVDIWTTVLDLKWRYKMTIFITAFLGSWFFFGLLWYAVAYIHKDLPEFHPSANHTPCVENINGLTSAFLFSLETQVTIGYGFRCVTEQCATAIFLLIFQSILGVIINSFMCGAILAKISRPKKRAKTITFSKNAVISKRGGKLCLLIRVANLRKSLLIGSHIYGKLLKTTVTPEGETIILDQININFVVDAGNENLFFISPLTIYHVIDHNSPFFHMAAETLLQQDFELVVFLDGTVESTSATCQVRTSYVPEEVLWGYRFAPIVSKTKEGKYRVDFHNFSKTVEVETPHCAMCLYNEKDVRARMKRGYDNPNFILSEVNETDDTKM
# SRC2 TRFRET art – TR-FRET artefact, counter-screen to PPARgamma/SRC-2 agonist assay. hits give high values. TR-FRET ratio at 8 µM. 0.4% of 200,000 active. AID 1049; in the data active = TR-FRET ratio above about 2000; note: inactives centre near 1500; reference of the scale not given here
# S1P3 antag – S1P3 (human) receptor antagonism | Q99500 | CHO S1P3 NFAT-BLA reporter, FRET fluorescence, antagonist mode | inhibition, % at 4.98 µM | 0.27% of 170,000 active | AID 485;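 active = inhibition above the plate cutoff, the mean inhibition of test wells on that plate plus 3 SD, cut at about 28% in these data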;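 note: cells challenged with S1P at its EC80 of 0.8 µM; blue over green emission ratio from cleaved BLA substrate after 4 h stimulation; 0% = S1P-stimulated wells and 100% = unstimulated DMSO-only wells; some compounds past the cut are filed as inactive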
# Lmaj promast – reduces viability of Leishmania major promastigotes. resazurin fluorescence viability. inhibition, % at 10 µM. 9% of 200,000 active; in the data active = inhibition above about 50%;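 note: promastigotes grown with compound for 44 hours at 28 °C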
# An asterisk follows results filed as active; x = no result given. Compounds were not picked by outcome. Share with any hit: about 13%.
SMILES,PPARg SRC3 recr,PPARg SRC-1 ag,RAM inhibit,PPARg SRC2 recr,HMGR II inh,Redox H2O2 prof,bIAP inhibitor,ROMK primary,SRC2 TRFRET art,S1P3 antag,Lmaj promast
Fc1ccccc1N1CCN(c2nc3ccccc3n3nnnc23)CC1,-2,-6,3.5,2,2,1.2,13,x,1445,-25,-11
COc1cccc(C2c3c(oc4ccc(F)cc4c3=O)C(=O)N2CCN2CCOCC2)c1OC (centres undefined),-3,-5,0.2,-8,-2,-0.3,8,x,1408,x,-3
Cn1c(SCC(=O)Nc2ccccc2F)nnc1-c1cccnc1,0,6,0.3,0,-2,-0.2,3,x,1487,-13,10
COc1cc(/C=N/NC(=O)c2cc(-c3cccn3C)n[nH]2)cc(OC)c1OC,9,4,1.9,5,5,-6.5,-23,1.2,1593,x,-4
O=c1c2[nH]c3ccc(Cl)cc3c2ncn1CCN1CCCCC1,-3,2,0.9,12,-3,2.4,8,x,1494,-5,0
O=C(c1ccc(C(F)(F)F)cc1)C1CCCN(C(=O)c2csnn2)C1 (centres undefined),-4,0,0.0,6,-7,0.0,10,-0.33,1584,16,-6
[O-]c1c[n+](-c2ccc(-[n+]3cc([O-])on3)cc2)no1,2,3,2.2,8,2,-1.6,-22,0.31,1534,-18,4
COc1ccccc1NC(=O)CSc1nnc(C2CCCCC2)n1C,11,-4,1.3,3,-2,1.4,2,0.43,1537,-14,-4
CC(=O)Nc1ccc(N2C(=O)c3cccc(NC(C)=O)c3C2=O)cc1,1,5,0.1,2,-2,-0.5,-14,1.3,1586,0,-5
CCNc1nc(NCC)nc(Oc2ccc(N)cc2)n1,-3,-2,2.3,-3,-7,0.0,0,x,1558,x,0
CCOC(=O)c1ccc(NC(=S)N2CCSC2c2c(F)cc(F)cc2F)cc1 (centres undefined),3,7,2.5,0,-3,0.0,10,x,1517,-2,40
O=C(NCc1nc2ccccc2[nH]1)C1=C[C@@H](c2csc3ccccc23)C[C@@H](OCc2ccc(CO)cc2)O1,4,0,4.3,-7,-3,0.0,-23,x,1452,4,95*
Cc1sc2ncnc(-n3nnc4ccccc43)c2c1C,0,1,-0.4,8,-1,-2.2,4,-0.013,1444,5,0
CCOC(=O)CNC(=O)c1ccc(Cl)s1,0,-5,2.4,0,-1,0.4,-1,x,1355,-30,-3
COc1cc(C(=O)NCc2ccco2)c(Br)c(OC)c1OC,-10,-8,0.7,-5,-3,-0.5,8,0.14,1347,26,-6
CCC(=O)N1CCN(c2ccc(NC(=O)c3ccc([N+](=O)[O-])o3)cc2)CC1,-2,-5,0.1,2,-2,2.3,-2,-0.36,1495,-3,100*
CCC1Sc2ccccc2N(CC(=O)NCCC(C)C)C1=O (centres undefined),-7,0,2.9,-7,2,1.8,-7,x,1358,-3,-6
O=C(O)c1cc(NCc2cccs2)ccc1N1CCOCC1,10,2,2.0,3,-3,1.1,-8,x,1541,-8,-4
CC12CCC(C(=O)Nc3ccccc3N3CCOCC3)(CC1=O)C2(C)C (centres undefined),2,10,0.7,0,-1,-2.9,-2,x,1505,-19,3
CCn1c(=O)cc(SCC(=O)NCCN2CCN(Cc3ccccc3)CC2)c2ccccc21,70*,49*,2.0,63*,-4,1.0,2,x,3069*,4,-4
O=C(NCc1ccco1)c1cccc(NS(=O)(=O)c2cccc(F)c2)c1,0,1,2.7,-7,-4,2.3,13,-0.017,1538,-7,58*
CC(=O)Nc1sc2c(c1C(c1ccncc1)N1CCOCC1)CCCC2 (centres undefined),2,3,2.0,4,0,-1.0,-5,-0.75,1830,-17,5
CCc1ccccc1NC(=O)NC1CCCCC1,5,3,0.9,8,-3,2.5,6,-0.41,1525,x,5
COc1ccc(C(=O)OCCN2CCOCC2)cc1,16,2,2.0,4,0,-0.4,8,0.53,1647,x,-9
O=C(c1ccc(Br)cc1)N(Cc1nc2ccccc2c(=O)[nH]1)C1CCCC1,3,4,1.9,7,-5,0.1,3,x,1555,1,14
# Further results
SMILES,PPARg SRC3 recr,PPARg SRC-1 ag,RAM inhibit,PPARg SRC2 recr,HMGR II inh,Redox H2O2 prof,bIAP inhibitor,ROMK primary,SRC2 TRFRET art,S1P3 antag,Lmaj promast
COCCN1CSC(=S)N(Cc2ccco2)C1,1,-4,-0.7,-1,-9,2.0,2,x,1710,x,85*
NC(=O)CSc1nnc(Cc2csc(Nc3ccccc3)n2)n1Cc1ccccc1,0,3,2.1,3,2,-0.1,-7,x,1813,-38,-1
O=C(/C=C/c1ccccc1)c1ccccn1,-4,8,-1.2,1,-1,2.3,10,x,1447,x,24
N#Cc1cc2c(nc1SCc1cccnc1)CCCC2,-1,5,2.3,4,1,-0.7,18,-0.0028,1644,-4,-4
CCN(CC)C(=O)C1CCCN(C/C=C/c2ccccc2)C1 (centres undefined),-8,-4,-0.1,0,1,-1.6,5,x,1480,-6,8
COc1cc(CNCCNCC(C)O)ccc1OCc1ccc(Cl)nc1 (centres undefined),-2,7,0.1,8,-4,-0.7,2,-0.32,1503,8,-6
COc1ccccc1NC(=S)NC(=O)c1ccc(Cn2cc(Br)cn2)cc1,4,3,2.0,10,4,0.8,4,1.4,1598,-1,-8
CN(CCO)c1nc(N)c2c(N)nc3c(c2c1C#N)CC(=O)N3Cc1cccs1,6,10,5.7,17,0,-1.5,-7,-0.78,1686,4,16
CCn1nc(C(=O)Nc2nc3ccc(C)cc3s2)c2ccccc2c1=O,10,3,5.1,13,-1,0.4,4,1.3,1624,x,0
CC(=O)c1ccc(OCCn2cnc3ccccc32)cc1,7,9,-0.1,6,-4,-1.0,-2,x,1730,2,51*
COCCN1CC(O)=C(c2nc3ccccc3c(=O)[nH]2)C1=N,-6,0,2.1,9,-3,0.7,48,0.58,1543,8,8
COCCn1nnnc1C(c1cccs1)N1CCN2CCCC2C1 (centres undefined),4,14,0.1,2,4,-0.6,1,x,1752,-6,0
Cc1[nH]c(=O)[nH]c(=O)c1NS(=O)(=O)c1ccc2c(c1)CCCC2,11,5,2.1,15,-2,-0.2,11,x,1513,-16,-6
COc1ccc2[nH]c3c(c2c1)CN(C)CC3,-7,4,1.4,2,-2,3.3,8,x,1554,-23,0
Cc1ccc2c(CC(=O)NNC(=O)c3ccccc3)coc2c1,0,9,5.0,-6,-4,0.0,-4,0.75,1544,1,55*
CCc1ccccc1NC(=O)CSC1=C(C#N)C(c2ccc(O)c(OC)c2)C2=C(CCCC2=O)N1 (centres undefined),4,-8,0.8,2,-3,0.3,13,-1,1624,x,3
CC(=O)Nc1ccc(S(=O)(=O)Nc2ncccn2)cc1,0,4,0.9,4,-3,-2.5,10,x,1451,20,-9
O=[N+]([O-])c1cccc2cn[nH]c12,0,8,0.5,2,6,-0.1,6,-1.5,1417,5,7
Cc1cc2c(cc1C)CSC(c1ccccc1O)SC2,2,-2,1.1,2,6,0.4,17,1.7,1484,x,97*
Cc1cc(/C=N/NC(=O)c2cccc(N(C)C)c2)c(C)n1-c1cc(C(=O)O)cc(C(=O)O)c1,3,-4,-0.8,3,-1,-0.3,-8,0.015,1656,-1,-1
CCOC(=O)c1c(C)oc2ccc(OCC(N)=O)cc12,16,8,1.1,9,-3,-0.3,6,x,1585,-22,-1
COc1cc(C(=O)OCC(=O)Nc2ccc(C(C)=O)cc2)ccc1OCC(=O)N1CCOCC1,1,10,2.2,0,3,-0.1,-3,0.53,1595,5,66*
OCCNc1nc(Cl)nc(NCc2ccco2)n1,4,7,-0.2,-6,-6,-1.0,5,0.27,1433,-18,-8
O=C(OCCN1C(=O)c2ccccc2C1=O)c1ccccc1,2,4,-0.1,6,-1,-0.7,19,x,1463,3,3
C=CCn1ncc(OC)c(Cl)c1=O,-5,6,0.0,-3,3,1.1,0,x,1722,x,-7

# By substructure, those above containing two or more sulfur atoms.
SMILES,PPARg SRC3 recr,PPARg SRC-1 ag,RAM inhibit,PPARg SRC2 recr,HMGR II inh,Redox H2O2 prof,bIAP inhibitor,ROMK primary,SRC2 TRFRET art,S1P3 antag,Lmaj promast
CCOC(=O)c1ccc(NC(=S)N2CCSC2c2c(F)cc(F)cc2F)cc1 (centres undefined),3,7,2.5,0,-3,0.0,10,x,1517,-2,40
COCCN1CSC(=S)N(Cc2ccco2)C1,1,-4,-0.7,-1,-9,2.0,2,x,1710,x,85*
NC(=O)CSc1nnc(Cc2csc(Nc3ccccc3)n2)n1Cc1ccccc1,0,3,2.1,3,2,-0.1,-7,x,1813,-38,-1
Cc1cc2c(cc1C)CSC(c1ccccc1O)SC2,2,-2,1.1,2,6,0.4,17,1.7,1484,x,97*

# Next section
SMILES,PPARg SRC3 recr,PPARg SRC-1 ag,RAM inhibit,PPARg SRC2 recr,HMGR II inh,Redox H2O2 prof,bIAP inhibitor,ROMK primary,SRC2 TRFRET art,S1P3 antag,Lmaj promast
CCCCc1ccc(NC(=O)c2cnccn2)cc1,3,14,0.8,9,4,0.0,28,0.9,1839,-9,-8
COc1ccc(CN2CCNC(=O)C2CC(=O)N(C)Cc2ccon2)cc1OC (centres undefined),1,3,1.5,0,-1,-1.1,0,x,1430,-6,-3
Cn1nc(C(F)(F)F)c(C(=O)Nc2ccc(F)cc2)c1Cl,-4,-7,0.0,-5,0,-0.8,-12,0.19,1372,-22,-1
COc1cccc(Nc2nc3ccccc3nc2NS(=O)(=O)c2cccs2)c1,-3,9,4.2,11,-9,-7.1,4,x,1586,x,-1
CCNC(=O)COC(=O)COc1ccc(Cl)cc1C,-5,-3,0.7,-5,1,-0.4,3,x,1208,-12,-3
O=C(c1ccc(-c2ccccc2)cc1)C1CCCN(C(=O)Cn2cncn2)C1 (centres undefined),-6,-1,4.1,-7,-5,-0.3,-12,0.32,1394,6,4
COc1ccc(N(CC(=O)N2CCc3ccccc3C2)S(C)(=O)=O)cc1,3,3,-0.3,0,-3,0.2,-9,-0.41,1600,x,-3

# A section from further up:
SMILES,PPARg SRC3 recr,PPARg SRC-1 ag,RAM inhibit,PPARg SRC2 recr,HMGR II inh,Redox H2O2 prof,bIAP inhibitor,ROMK primary,SRC2 TRFRET art,S1P3 antag,Lmaj promast
CCCCc1ccc(NC(=O)c2cnccn2)cc1,3,14,0.8,9,4,0.0,28,0.9,1839,-9,-8
COc1ccc(CN2CCNC(=O)C2CC(=O)N(C)Cc2ccon2)cc1OC (centres undefined),1,3,1.5,0,-1,-1.1,0,x,1430,-6,-3

# Records above shown as hits in PPARg SRC2 recr.
mol	PPARg SRC3 recr	PPARg SRC-1 ag	RAM inhibit	PPARg SRC2 recr	HMGR II inh	Redox H2O2 prof	bIAP inhibitor	ROMK primary	S1P3 antag
CCn1c(=O)cc(SCC(=O)NCCN2CCN(Cc3ccccc3)CC2)c2ccccc21	70*	49*	2.0	63*	-4	1.0	2	x	4
